Screening data deposited in PubChem BioAssay by National Center for Advancing Translational Sciences (NCATS).
TDP1 cell noCPT – qHTS for Inhibitors of human tyrosyl-DNA phosphodiesterase 1 (TDP1): qHTS in cells in absence of CPT; DT40 Tdp1-/- hTDP1 cells, no CPT, ATP luminescence, 48 h; 420,000 compounds, 15% hits; AID 686978, 2013; Potency, µM (highest dose often 46.2 µM), for inactives: at the highest dose activity change, negative = growth inhibition, actives largely listed as inhibitors; note: nearly all actives have a fitted effect of over 55% in size
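Chicken DT40 Tdp1-/- cells complemented with human TDP1, screened without camptothecin (DMSO vehicle only), 400 cells/well. Compounds pin-transferred, cells incubated at 37 °C for at least 48 hr. Growth read as ATP-dependent luminescence (CellTiter-Glo, 30 min at RT).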
KAT2A inh – inhibitors of human GCN5L2 histone acetyltransferase. 390,000 compounds, 0.21% hits. Potency, µM (series often up to 58.9 µM), inactives show top-dose activity change, negative = inhibition, usual class: inhibitors. GCN5L2 HAT assay, ThioGlo1 CoA-SH fluorescence. Q92830. AID 504327
Target sequence (Q92830 whole entry, looked up): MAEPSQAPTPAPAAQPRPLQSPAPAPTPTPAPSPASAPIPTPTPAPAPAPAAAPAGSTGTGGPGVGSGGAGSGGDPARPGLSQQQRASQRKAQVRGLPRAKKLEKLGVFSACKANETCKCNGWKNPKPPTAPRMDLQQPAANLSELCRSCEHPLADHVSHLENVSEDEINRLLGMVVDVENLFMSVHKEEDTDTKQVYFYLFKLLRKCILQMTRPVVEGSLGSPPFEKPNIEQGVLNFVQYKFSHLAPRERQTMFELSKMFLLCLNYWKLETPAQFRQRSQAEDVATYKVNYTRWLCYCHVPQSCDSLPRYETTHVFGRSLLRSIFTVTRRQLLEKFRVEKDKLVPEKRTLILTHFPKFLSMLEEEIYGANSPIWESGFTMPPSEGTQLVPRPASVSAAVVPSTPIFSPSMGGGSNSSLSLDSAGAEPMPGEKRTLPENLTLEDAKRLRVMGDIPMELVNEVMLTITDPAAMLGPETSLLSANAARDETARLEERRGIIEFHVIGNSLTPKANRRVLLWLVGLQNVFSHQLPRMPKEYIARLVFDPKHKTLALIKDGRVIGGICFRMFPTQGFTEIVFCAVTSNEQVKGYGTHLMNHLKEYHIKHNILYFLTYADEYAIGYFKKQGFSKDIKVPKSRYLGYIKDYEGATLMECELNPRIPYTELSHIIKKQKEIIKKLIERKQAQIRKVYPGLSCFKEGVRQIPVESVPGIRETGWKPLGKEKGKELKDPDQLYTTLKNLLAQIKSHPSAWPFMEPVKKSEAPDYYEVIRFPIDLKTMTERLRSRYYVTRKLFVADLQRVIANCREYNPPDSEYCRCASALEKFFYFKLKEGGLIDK
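Preincubate 20nM GCN5L2 with compound 15 min, RT → add 50uM ThioGlo1 + 75uM H3(1-25) + 70uM acetyl-CoA → read fluorescence 0 and 20 min. Primary qHTS; fluorescent artifacts likely.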
TDP1 inh – blocks human tyrosyl-DNA phosphodiesterase 1. AID 485290. recombinant TDP1, AlphaScreen DNA substrate cleavage. Potency, µM (top dose mostly 130 µM), without a hit: top-dose activity change, negative = inhibition, most hits filed as inhibitors. Q9NUW8. 350,000 compounds, 0.28% hits; note: nearly all actives have a fitted effect of over 40% in size
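E. coli-derived human Tdp1, 1 nM final. Cpd preinc 15 min RT; substrate 15 nM final, 5 min RT; AS bead mix 10 ug/ml final, 10 min RT. Signal loss = tyrosine-FITC cleavage. No-enzyme wells = max signal.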
The depositor's hits bear a star; ? = inconclusive; · = not tested or not shown; [ ] = dose if it differs, or a comment. Calls come from the whole dose curve; as a rule, active = well fitted curve in the direction sought with a large enough effect; inconclusive = small, poorly fitted or top-dose-only effect, or another doubt; inactive = no such curve, though single readings can be large; an effect the other way counts as inactive or inconclusive. % is set by controls: 0 for no effect and ±100 for the full control effect; potency is the fitted concentration of half-maximal effect. Some of the compounds tested. The share of hits here may be higher or lower than overall.

SMILES	TDP1 cell noCPT	KAT2A inh	TDP1 inh
CC(C)c1ccc(CNC(=O)CCc2ccccc2)cc1	?	-15%	-4%
CCOC(=O)[C@@H]1[C@H]2COc3cc(OC)ccc3[C@H]2N2C(=O)N(c3cccc(F)c3)C(=O)[C@@]12C	?	-7%	2%
Cc1nnsc1SCCNC(=O)Nc1ccc(Cl)cc1	?	-10%	3%
Cc1ccc(-n2ncc3c(=O)n(CC(=O)N4CCCCCC4)cnc32)cc1	?	-4%	4%
Cc1ccc(NC(=S)N/N=C2/CCCCc3ccccc32)cc1	?	-2%	·
O=C1Nc2ccccc2S/C1=C/c1cccs1	-11%	-1%	4%
O=C(CSc1n[nH]c(-c2ccco2)n1)Nc1sc2c(c1C(=O)Nc1ccccc1)CCCC2	-15%	-22%	0%
CCCc1n(CC(O)COC2CCCCC2)c2ccccc2[n+]1C (stereo unspecified)	3.7µM*	13%	2%
COC(CNC(=O)c1ccc(N2CCC3(CC2)OCCO3)c([N+](=O)[O-])c1)OC	-6%	-6%	5%
COc1nc(/C=C/N(C)C)c([N+](=O)[O-])c(OC)n1	?	-6%	8%
CN(C)Cc1ccccc1-c1cc(NCc2ccccc2)ncn1	6%	-8%	·
CCCCNC(=O)c1ccccc1NC(=O)c1ccc2c(c1)OCO2	?	-3%	-5%
CCc1nnc(NC(=O)c2cccc(S(=O)(=O)N3CCCCC3)c2)s1	14%	0%	4%
CCC(C)N(C)C1CCN(C(=S)Nc2ccc(OC)cc2)CC1 (stereo unspecified)	-3%	0%	8%
C=CCNC(=S)NNC(=O)c1cc(Cl)ccc1OC	4%	3%	3%
CCOc1ccccc1C1CC(c2ccccc2)Nc2nc(N)nn21 (stereo unspecified)	?	-10%	10%
CNc1nc(-c2cccnc2)nc2ccccc12	?	-13%	·
O=c1oc2cc([N+](=O)[O-])ccc2nc1/C=C(\O)c1cccc(Br)c1	0%	14%	·
CCC1CCCCN1C(=O)Nc1cc(Cl)ccc1OC (stereo unspecified)	-19%	0%	-3%
COc1cc(OC)c(N(C)S(=O)(=O)c2cccc(C(=O)NC(C)C3CC4CCC3C4)c2)cc1Cl (stereo unspecified)	23µM*	21%	1%
O=C(NCc1ccncc1)C1CCCN1S(=O)(=O)c1ccc(Cl)cc1 (stereo unspecified)	-15%	-6%	1%
O=C(COc1ccc(Br)cc1)NCCCNC(=O)c1cccnc1	?	0%	3%
CCOC(=O)C1=NN(C(=O)c2ccc(C)cc2)C(O)(c2ccc(Cl)cc2)C1 (stereo unspecified)	-7%	-3%	12%
O=C(Nc1cccnc1Cl)C1CCCN(c2ncnc3c2nc2n3CCCCC2)C1 (stereo unspecified)	?	0%	1%
CCc1ccc(-c2csc(-c3cc4cc(Br)ccc4oc3=O)n2)cc1	-23%	-11%	0%

Some values from the entries so far.
Entry of CCCc1n(CC(O)COC2CCCCC2)c2ccccc2[n+]1C (stereo unspecified) in TDP1 inh: 2%
Entry of COC(CNC(=O)c1ccc(N2CCC3(CC2)OCCO3)c([N+](=O)[O-])c1)OC in TDP1 cell noCPT: -6%
Entry of O=c1oc2cc([N+](=O)[O-])ccc2nc1/C=C(\O)c1cccc(Br)c1 in TDP1 cell noCPT: 0%
Entry of C=CCNC(=S)NNC(=O)c1cc(Cl)ccc1OC in TDP1 inh: 3%
Entry of Cc1ccc(NC(=S)N/N=C2/CCCCc3ccccc32)cc1 in KAT2A inh: -2%

Back to the main list with the 7 entries that preceded the break.
SMILES	TDP1 cell noCPT	KAT2A inh	TDP1 inh
CCC1CCCCN1C(=O)Nc1cc(Cl)ccc1OC (stereo unspecified)	-19%	0%	-3%
COc1cc(OC)c(N(C)S(=O)(=O)c2cccc(C(=O)NC(C)C3CC4CCC3C4)c2)cc1Cl (stereo unspecified)	23µM*	21%	1%
O=C(NCc1ccncc1)C1CCCN1S(=O)(=O)c1ccc(Cl)cc1 (stereo unspecified)	-15%	-6%	1%
O=C(COc1ccc(Br)cc1)NCCCNC(=O)c1cccnc1	?	0%	3%
CCOC(=O)C1=NN(C(=O)c2ccc(C)cc2)C(O)(c2ccc(Cl)cc2)C1 (stereo unspecified)	-7%	-3%	12%
O=C(Nc1cccnc1Cl)C1CCCN(c2ncnc3c2nc2n3CCCCC2)C1 (stereo unspecified)	?	0%	1%
CCc1ccc(-c2csc(-c3cc4cc(Br)ccc4oc3=O)n2)cc1	-23%	-11%	0%
Cc1nn(Cc2ccccc2)c(C)c1C(=O)NCCN1C(=O)S/C(=C\c2ccc(F)cc2)C1=O	?	-8%	8%
CC(C)N(C)Cc1nnnn1CC(=O)N(C)Cc1ccc(F)cc1	-22%	-7%	1%
Cc1cccc(OCC(=O)NC2CCCC2)c1	-12%	-1%	-5%
O=C(NCCc1ccc(Cl)cc1)c1cnccn1	14%	4%	·
CCOC(=O)C1CCCN(CC(=O)Nc2nccs2)C1 (stereo unspecified)	5%	-1%	3%
Cc1ccc(CNS(=O)(=O)c2ccc(N3CCCCS3(=O)=O)cc2)cc1	16µM*	-5%	4%
COCCNCC(=O)Nc1ccccc1Sc1ccccc1	-3%	-4%	2%
O=c1c2ccccc2nnn1COc1cccc(Cl)c1	18µM*	-7%	-10%
CC(=O)/C(=N/Nc1ccc(C)cc1)Sc1nnc(CCc2ccccc2)n1-c1ccccc1	-15%	1%	8%
O=C(O)C1=C[C@H](c2ccccc2)C[C@H](OCc2ccc(CO)cc2)O1	-5%	4%	6%
Cc1cccc(NC(=O)CN(C)C(C)C(=O)Nc2ccc(S(=O)(=O)N3CCCC3)cc2)c1C (stereo unspecified)	?	-3%	5%
Cn1c(CC(=O)NNC(=O)c2ccc(Cl)nc2)nc2ccccc21	2%	0%	-12%
C[C@H](N)C(=O)N[C@@H](C)P(=O)(O)O	-10%	1%	·
COc1cccc(NC(=O)N2CCC(C(N)=O)(N3CCCCC3)CC2)c1	-5%	?	-3%
CN(CC(=O)NC1CCCCCC1)S(=O)(=O)c1ccc(F)cc1	-7%	-6%	6%
COc1ccccc1C(=O)NCC(=O)N/N=C/c1cn[nH]c1-c1ccccc1	?	-3%	5%
Oc1[nH]c2ccccc2c1C=NCC1CCCO1 (stereo unspecified)	-1%	1%	2%
CCOC(=O)c1cnc(-n2nc(C)cc2C)[nH]c1=O	9%	0%	·
C=CC(C)N1C(=O)S/C(=C\c2ccc(N3CCOCC3)cc2C)C1=O (stereo unspecified)	13µM*	-12%	1%
O=C(Nc1ccc(C(=O)N2CCOCC2)cc1)c1ccc([N+](=O)[O-])cc1	-29%	-5%	9%
COc1ccc(C2Nc3ccccc3C(=O)N2c2ccc(C)cc2)cc1Cn1nnc2ccccc21 (stereo unspecified)	?	-3%	3%
CCO[C@@H]1OC(C(=O)N2CCN(C)CC2)=C[C@H](C(C)(C)C)[C@H]1CCCO	?	3%	3%
O=c1[nH]c(CSc2nnc3ccccn23)nc2ccccc12	-21%	2%	0%
Cn1c(SCc2ccccc2)nnc1-c1ccc(O)cc1	6%	0%	5%
Cc1ccc([N+](=O)[O-])cc1S(=O)(=O)Nc1ccc(C(=O)N2CCN(C(=O)c3ccco3)CC2)cc1	-1%	-1%	·

Shown bar-delimited: three of the compounds above
molecule | TDP1 cell noCPT | KAT2A inh | TDP1 inh
Cc1ccc(CNS(=O)(=O)c2ccc(N3CCCCS3(=O)=O)cc2)cc1 | 16µM* | -5% | 4%
Cn1c(CC(=O)NNC(=O)c2ccc(Cl)nc2)nc2ccccc21 | 2% | 0% | -12%
Cc1cccc(OCC(=O)NC2CCCC2)c1 | -12% | -1% | -5%

Other results
SMILES	TDP1 cell noCPT	KAT2A inh	TDP1 inh
NS(=O)(=O)c1ccc(NC(=O)COC(=O)C2CCCCC2)cc1	-1%	-3%	-11%
O=C(CCN1C(=O)/C(=C/c2ccccc2F)SC1=S)NCCCN1CCOCC1	?	-4%	9%
CCOC(=O)c1[nH]c2c(c1-c1ccc(OC)cc1)C(=O)CC(c1ccc(OC)c(OC)c1)C2 (stereo unspecified)	?	-2%	5%
COc1cc(NC(=O)C2CCN(S(=O)(=O)c3cccc4nonc34)CC2)cc(OC)c1	-6%	?	3%
Cc1nn(CC(=O)Nc2ccc3c(c2)OCO3)c(C)c1[N+](=O)[O-]	-10%	-8%	-6%
Cc1ccc(/C=C/C(=O)NCCc2cccc(Cl)c2)o1	18µM*	?	·
CC(C)(C)C(=O)NC(=S)N1CCCC1	1%	5%	2%
O=[N+]([O-])c1ccc(NC(=S)N2CCN(S(=O)(=O)c3ccccc3)CC2)cc1	-29%	-6%	7%
Cc1ccc(-c2nc3cc(C(C)C)ccc3o2)cc1NC(=O)c1cccs1	·	-13%	-1%
O=c1cc(O)nc2n1CCCS2	2%	2%	-2%
O=C(Nc1ccc(OC(F)(F)C(F)F)c(NC(=O)c2cccc(F)c2)c1)c1cccc(F)c1	-21%	-1%	4%
CCc1ccccc1NC(=S)N1CCCCCC1	?	-1%	2%
N#CC1=C(N)N2C(=C(C#N)C13CCCC3)Nc1ccccc12	?	-7%	2%
CC(=O)N1CCc2c(sc(NC(=O)Cc3ccc(F)cc3)c2C(N)=O)C1	?	-4%	2%
COc1ccc(C(=O)Nc2ccnn2C2CCN(C(=O)c3cnsn3)CC2)cc1	-4%	-4%	2%
C/C(=N\NS(=O)(=O)c1ccc(Br)cc1)c1cccs1	-15%	-24%	4%
O=C(NCCCn1ccnc1)c1cc(-c2ccc(Cl)cc2)nc2ccccc12	?	-21%	8%
CC(=O)NC(C(=O)NCC(N)=O)C(C)C (stereo unspecified)	-4%	1%	7%
O=C(OC1CCN(c2ccc([N+](=O)[O-])cc2)CC1)c1ccccc1	-11%	-8%	5%
Cc1ccc(C)c(N2CCN(C(=O)c3ccc4nsnc4c3)CC2)c1	13µM*	-7%	5%
Cc1c(C)c2c(cc(C)c3c(-c4ccccc4)coc32)oc1=O	1%	-4%	1%
O=C1COc2ccc(-c3csc(=Nc4ccc(OC(F)F)cc4)n3CC3CCCO3)cc2N1 (stereo unspecified)	16µM*	-1%	12%
CC1CCN(C(=O)C(NS(=O)(=O)c2cccc3nsnc23)c2ccccc2)CC1 (stereo unspecified)	-24%	7%	4%
Cc1ccc(-c2noc(-c3cccnc3NCc3ccc(Cl)cc3)n2)cc1	-23%	-5%	6%
COc1cccc(/C=N/NC(=O)CNC(=O)C(c2ccccc2)c2ccccc2)c1O	5.8µM*	-2%	-2%[0.0935 µM]
Cc1ccc(C)c(N2CCN(C(=O)c3cc(S(=O)(=O)N4CCCCCC4)cn3C)CC2)c1	?	0%	4%
Cc1cccc(C)c1NC(=O)CN(C)C(=O)CCC(=O)N1CCOCC1	11%	-3%	3%

Random excerpt: 2 records from the list
SMILES	TDP1 cell noCPT	KAT2A inh	TDP1 inh
CC(C)(C)C(=O)NC(=S)N1CCCC1	1%	5%	2%
CC1CCN(C(=O)C(NS(=O)(=O)c2cccc3nsnc23)c2ccccc2)CC1 (stereo unspecified)	-24%	7%	4%
